# Screens: PubChem BioAssay, The Scripps Research Institute Molecular Screening Center
# TEAD-YAP inh = TEAD-YAP interaction inhibition | HEK-TIYL cells, TEAD-Gal4/YAP UAS-luciferase luminescence | AID 1259422 | inhibition, % at 9.12 µM | 1.4% of 640,000 active; in the data active = inhibition above about 32%;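 note: 0% = median of test compound wells and 100% = reference inhibitor wells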
# FBW7 activator = human FBW7 E3 ligase activation, primary screen; Q969H0; AlphaScreen FBW7–phospho-cyclin E peptide binding, activator screen; normalized activity (activation), % at 26.1 µM; 0.13% of 650,000 active; in the data active = normalized activity above about 1.9%;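 note: purified mutant Fbw7 with reduced substrate affinity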
# GPR151 activ = activates the human receptor GPR151 | Q8TDV0 | PathHunter beta-arrestin GPR151 cells, luminescence | activation, % at 11.2 µM | 1% of 650,000 active; in the data active = activation above about 4.9%;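 note: 0% = median of compound wells and 100% = cells with positive control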
# Target sequence (Q8TDV0 whole entry, looked up): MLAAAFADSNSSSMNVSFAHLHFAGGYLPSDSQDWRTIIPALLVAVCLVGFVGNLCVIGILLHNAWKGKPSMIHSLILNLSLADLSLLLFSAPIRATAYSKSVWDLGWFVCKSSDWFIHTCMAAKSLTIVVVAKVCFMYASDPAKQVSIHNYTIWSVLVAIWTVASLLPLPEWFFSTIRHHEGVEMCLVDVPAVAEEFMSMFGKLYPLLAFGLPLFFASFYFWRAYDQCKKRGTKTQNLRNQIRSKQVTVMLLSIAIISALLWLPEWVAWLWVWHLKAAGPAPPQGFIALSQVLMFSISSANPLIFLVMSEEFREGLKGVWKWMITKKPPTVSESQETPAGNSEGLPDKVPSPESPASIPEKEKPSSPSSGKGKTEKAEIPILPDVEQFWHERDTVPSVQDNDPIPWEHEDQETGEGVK
# MITF inh = human MITF inhibition, primary screen | O75030 | inhibition, % at 2.6 µM | AlphaScreen MITF homodimerization, bead proximity signal | 0.91% of 650,000 active; in the data active = inhibition above about 50%;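 note: 0% = vehicle wells with protein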
# Target sequence (O75030 whole entry, looked up): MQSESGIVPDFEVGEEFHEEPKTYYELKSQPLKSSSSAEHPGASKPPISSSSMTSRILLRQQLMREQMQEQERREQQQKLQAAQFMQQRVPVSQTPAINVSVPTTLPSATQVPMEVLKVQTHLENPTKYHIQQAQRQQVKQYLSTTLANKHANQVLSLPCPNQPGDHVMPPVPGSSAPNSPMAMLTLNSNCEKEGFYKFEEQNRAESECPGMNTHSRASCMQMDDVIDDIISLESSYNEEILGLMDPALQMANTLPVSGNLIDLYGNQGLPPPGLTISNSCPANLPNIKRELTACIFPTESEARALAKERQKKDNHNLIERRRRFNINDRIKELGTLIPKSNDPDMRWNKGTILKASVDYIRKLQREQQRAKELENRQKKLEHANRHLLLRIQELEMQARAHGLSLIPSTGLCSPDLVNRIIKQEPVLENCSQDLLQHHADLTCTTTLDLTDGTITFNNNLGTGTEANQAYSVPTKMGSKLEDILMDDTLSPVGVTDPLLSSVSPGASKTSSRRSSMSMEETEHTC
# * hit, by the source's call. The order is random; about 3.4% have a hit in one of these screens.
# Preview, seven compounds:
SMILES,TEAD-YAP inh,FBW7 activator,GPR151 activ,MITF inh
Cc1c(CNCc2ccco2)c(C(=O)O)c(C)n1Cc1ccc(F)cc1Cl,-3,0.0,0.3,14
COc1ccc(CCNC(=O)c2ccc3nc(-c4ccc(OC)nc4)sc3c2)cc1,-18,0.1,-0.4,11
O=C1CCC(c2ccc3ccccc3c2)O1 (stereo not given),-17,0.1,1.4,-16
O=C(C1CCN(C2CCN(Cc3nc(-c4ccccc4)cs3)CC2)CC1)N1CCCC1,-8,-0.1,0.7,0
CCOC(=O)C1=C(CS(=O)(=O)c2ccc(C)cc2)NC(=O)NC1c1ccc(Cl)cc1 (stereo not given),8,0.8,-0.5,5
CCOC(=O)C1=C(C)N=c2s/c(=C\c3ccc(OC(C)=O)c(OCC)c3)c(=O)n2C1c1ccc(OCC)c(OCC)c1 (stereo not given),10,0.0,1.9,6
CCOc1ccc(NC(=O)CCN2C(=S)NC(C)(C)CC2C)cc1 (stereo not given),-4,-0.1,-0.2,-2

# The listing, from the first entry:
SMILES,TEAD-YAP inh,FBW7 activator,GPR151 activ,MITF inh
Cc1c(CNCc2ccco2)c(C(=O)O)c(C)n1Cc1ccc(F)cc1Cl,-3,0.0,0.3,14
COc1ccc(CCNC(=O)c2ccc3nc(-c4ccc(OC)nc4)sc3c2)cc1,-18,0.1,-0.4,11
O=C1CCC(c2ccc3ccccc3c2)O1 (stereo not given),-17,0.1,1.4,-16
O=C(C1CCN(C2CCN(Cc3nc(-c4ccccc4)cs3)CC2)CC1)N1CCCC1,-8,-0.1,0.7,0
CCOC(=O)C1=C(CS(=O)(=O)c2ccc(C)cc2)NC(=O)NC1c1ccc(Cl)cc1 (stereo not given),8,0.8,-0.5,5
CCOC(=O)C1=C(C)N=c2s/c(=C\c3ccc(OC(C)=O)c(OCC)c3)c(=O)n2C1c1ccc(OCC)c(OCC)c1 (stereo not given),10,0.0,1.9,6
CCOc1ccc(NC(=O)CCN2C(=S)NC(C)(C)CC2C)cc1 (stereo not given),-4,-0.1,-0.2,-2
Cc1cc(C(=O)OCC(=O)c2cccs2)c2ccccc2n1,5,0.2,0.6,6
Nc1nc(Cl)nc2c1ncn2[C@@H]1O[C@H](CO)[C@@H](O)[C@H]1O,-48,-0.2,0.9,-6
CC(C)N(C)C(=O)CC1C(=O)NCCN1Cc1ccc(F)cc1Cl (stereo not given),2,-0.1,-1.8,1
Cc1cnc(-c2ccc(C(=O)NC3CC3)cc2)nc1Nc1ccc(N2CCOCC2)cc1,3,-0.2,0.0,0
O=C1CN(Cc2cccs2)C(=S)N1c1ccccc1Cl,-10,0.1,0.3,1
COc1cc(C(=O)N2CCN(c3ccccc3)CC2)c([N+](=O)[O-])cc1OC,-2,-0.1,-1.3,2
CC(=O)N(C)c1ccc(NS(=O)(=O)c2ccccc2)cc1,-3,0.0,0.8,-2
Cc1nc(NC(=O)c2cccs2)sc1C(=O)N(C)C,-28,0.1,-1.9,2
CCN(CCNC(=O)CN1CCN(Cc2ccc(Cl)cc2)C1=O)c1ccccc1,9,-0.5,0.7,4
CC(C)C(=O)N1CCN(c2ccc(Nc3ccncc3)nn2)CC1,4,-0.2,1.2,10
COc1ccc(-c2nnc(SCCc3ccccc3)n2N)cc1,-12,-0.2,-0.4,-9
COc1cc(/C=C/c2nc3cc(Cl)ccc3c(=O)n2-c2cccc(C(F)(F)F)c2)cc(OC)c1OC,-15,0.2,2.1,7
COC(=O)c1cc(S(=O)(=O)Nc2ccc(F)cc2F)c[nH]1,0,0.0,0.3,1
Cc1ncoc1C(=O)NCCC(c1ccccc1)c1ccccc1,-11,1.2,-0.6,7
CCCCC(=O)NC(=S)NNC(=O)CC,4,0.8,0.2,21
CCc1ccc2[nH]c(=O)c(C3C(C#N)=C(N)OC4=C3C(=O)CC(C)(C)C4)cc2c1 (stereo not given),1,-0.1,4.5,-4
CN(C1=NC(=O)CS1)c1ccc(Cl)cc1,-5,0.3,-0.7,22
CC(C)NC(=O)C1CC(=O)c2sc(NC(=O)C3CCC3)nc2C1 (stereo not given),5,0.1,-0.9,10
O=C(Nc1ccc2c(c1)OCO2)c1cn(-c2ccc(Cl)cc2)c(=O)c2ccccc12,5,-0.1,0.8,2
COc1ccc(C)cc1S(=O)(=O)N(C)CC(=O)NC1CCCCC1,-28,-0.5,1.0,5
CCN(CC)C(=O)C1CCCN(c2cccc(C(=O)Nc3ccc(NC(C)=O)cc3)c2)C1 (stereo not given),4,0.0,0.7,4
COC(=O)C1=C(C)N(CC2CCCO2)C(=O)/C1=C\c1cccc(Br)c1 (stereo not given),7,0.1,1.6,-10
O=C(COc1cccc(Cl)c1)NCc1cccs1,-7,0.1,-2.5,-29

# The last two entries of the part above lead into the next.
SMILES,TEAD-YAP inh,FBW7 activator,GPR151 activ,MITF inh
COC(=O)C1=C(C)N(CC2CCCO2)C(=O)/C1=C\c1cccc(Br)c1 (stereo not given),7,0.1,1.6,-10
O=C(COc1cccc(Cl)c1)NCc1cccs1,-7,0.1,-2.5,-29
Cc1cc(OCC(=O)NCc2ccco2)ccc1Cl,1,0.2,2.5,10
COc1cc(OC)c(C(=O)CCl)c(OC)c1,5,0.1,-0.6,10
COc1ccc2c(c1)NC1(CCN(C(=O)CCn3nnc4ccccc43)CC1)c1cccn1-2,12,-0.2,0.2,12
COc1ccc(S(=O)(=O)Nc2cc(C)ccc2OC)cc1C,8,0.9,-2.0,11
COC(=O)C1=C(O)/C(=C/c2cc(C)n(-c3cc(C)ccc3C)c2C)N=C1C,9,-0.4,5.2*,-9
CC(=O)c1c(C)oc(C)c1CSc1ccccc1C(=O)O,10,0.0,0.1,-7
O=C(CSc1nnc(-c2ccco2)n1Cc1ccco1)OCc1ccccc1,-5,0.0,-1.3,8
CC(C)[C@@H]1NC(=O)[C@H]2CN(C(=O)Oc3ccc(Cl)cc3)CCN2C1=O,-6,-0.2,-1.0,17
O=C(CCCn1c(=S)[nH]c2ccc(Br)cc2c1=O)NC1CCCC1,-10,-0.1,-1.7,-13
O=C1COc2ccc(C(=O)COC(=O)c3ccc(Br)o3)cc2N1,10,0.0,1.0,0
Cc1nn2c(=O)c3c(-c4ccccc4)csc3nc2c2ccccc12,-7,0.2,-1.4,8
O=C(COC(=O)C12CC3CC(CC(O)(C3)C1)C2)NCCN1C(=O)CSC1=O,-9,-0.1,1.8,-29
COc1ccc(C(=O)Cn2c(N3CCCCCC3)nc3c2c(=O)n(C)c(=O)n3C)cc1,-7,0.0,-1.0,1
CCCCC[C@H](O)CC(=O)CCc1ccc(O)c(OC)c1,-6,0.2,3.8,20
Cc1ccc(C2(O)CSC3=C(C#N)C(c4cccc(F)c4)CC(=O)N32)cc1 (stereo not given),-12,0.0,0.0,5
O=C(NCc1ccccc1F)C1CCN(c2nnc(N3CCCC3=O)s2)CC1,1,-0.1,1.5,3
COc1ccc(C(=O)N[C@H](C(=O)Nc2ccc(OC)nc2)C(C)C)cc1,-9,-0.2,-1.4,-3
COc1ccc(CCNC(=O)CC2Nc3ccccc3NC2=O)cc1OC (stereo not given),1,0.0,-0.2,8
CCn1c2cc(C)sc2c2cnn(Cc3nccc(OC)c3OC)c(=O)c21,-7,-0.1,-0.2,3
CCOC(=O)c1c(NC(=O)CN2CCN(CC)C(=O)C2=O)sc2c1CCCCC2,29,-0.1,0.7,6
Cc1ccccc1C(=O)Nc1nnc(S(=O)(=O)N2CCCc3ccccc32)s1,-8,0.0,2.0,-8
N#Cc1cc2c(nc1SC/C=C/CSc1nc3c(cc1C#N)CCCC3)CCCC2,-2,0.0,1.4,3
CC(C)CNC(=O)CN1C(=O)c2ccccc2C1=O,4,0.1,0.5,5
C=CCNC(=S)NNC(=O)Nc1ccccc1,4,-0.2,1.0,-1
COCCOC(=O)C1=C(C)NC2=C(C(=O)CCC2)C1c1cc2c(cc1Br)OCO2 (stereo not given),-8,1.2,0.1,19
COc1ccc(C(=O)N/C(=C\c2ccc3c(c2)OCO3)C(=O)NCC(=O)O)cc1,-1,0.7,-0.7,2
COCCCNC(=O)c1cc(=O)[nH]c2ccc(S(=O)(=O)N3CCCCCC3)cc12,3,-0.1,1.4,9
CCOc1ccc(NC(=O)Cn2cc(C(C)=O)c3ccccc32)cc1,25,-0.1,0.6,4
Cc1cc(C(=O)NCC2CCCN(CCCn3cccn3)C2)no1 (stereo not given),-5,-0.1,-1.1,-4
O=C(c1cccc(-n2cccc2)c1)N1CCc2ccccc21,-2,-0.4,0.8,7
O=C(NCc1ccccc1)c1cc(-c2ccncc2)nc2ccccc12,14,0.4,-1.0,6
N#Cc1ccc(-c2ccc(S(=O)(=O)C3CCNCC3)cc2)cc1,0,0.1,-0.5,18
COc1ccc(CCNC(=O)c2cccc3c2C(=O)N(Cc2cccnc2)C3)cc1OC,5,-0.1,0.0,4
O=C(CSCc1ccccc1Br)N/N=C/c1cc([N+](=O)[O-])ccc1O,29,-1.3,1.1,13
CC(C)CCNC(=O)CCCn1sc2ccccc2c1=O,-6,0.0,4.2,-11
Cc1cc(SCC(=O)N2CCOCC2)nc2ccccc12,-11,0.0,-0.5,15
CC(=O)Oc1ccc(C(=O)Nc2cc(C(=O)O)ccc2C)cc1,-10,0.0,-0.3,5
CCCSc1nnc2c(n1)OC(c1c(OC)ccc3ccccc13)Nc1ccccc1-2 (stereo not given),-47,0.1,2.5,-5
CCOc1ccc(CC(=O)N2c3ccccc3CC2C(N)=O)cc1 (stereo not given),2,-0.1,1.9,14
Cc1ccc(N2C(=O)CN(Cc3cccs3)C2=S)cc1Cl,2,0.0,-0.4,-2

# Quoted from the listing.
# CC(C)CNC(=O)CN1C(=O)c2ccccc2C1=O | MITF inh: 5
# COc1ccc(C(=O)N[C@H](C(=O)Nc2ccc(OC)nc2)C(C)C)cc1 | GPR151 activ: -1.4
# CC(=O)Oc1ccc(C(=O)Nc2cc(C(=O)O)ccc2C)cc1 | TEAD-YAP inh: -10

# Following part.
SMILES,TEAD-YAP inh,FBW7 activator,GPR151 activ,MITF inh
COCc1ccc(C(=O)N2CCCC(c3[nH]ncc3Cc3ccccc3)C2)o1 (stereo not given),-2,-0.1,-0.4,1
CCOc1cc(C(=O)Nc2cccc(-c3nc4ccc(C)cc4o3)c2)cc(OCC)c1OCC,7,0.1,0.1,5
NC(=O)c1ccccc1NC(=O)Cc1cn(Cc2ccccc2)c2ccccc12,-12,0.0,0.0,5
COc1ccc(C2(CC(=O)N3CCN(C(C)C)CC3)CC(=O)N(CCC(C)C)C2=O)cc1 (stereo not given),13,-0.1,-0.7,16
O=[N+]([O-])c1ccccc1/C=N/Nc1ccc2nnc(-c3ccc(Cl)cc3)n2n1,-9,0.0,1.4,4
CN(C)S(=O)(=O)c1cccc(C(=O)NCC2CCCO2)c1 (stereo not given),-11,0.7,-1.8,20
O=S(=O)(NCC(c1ccco1)N1CCN(c2ccccc2)CC1)c1ccccc1 (stereo not given),10,-0.1,2.3,6
CC(C)N(CCNc1cc(-c2ccc(C(=O)N3CCN(C)CC3)cc2)nc(N)n1)C(C)C,1,0.1,1.1,8
NC(=O)c1c(NC(=O)COC(=O)c2cc(=O)c3ccccc3o2)sc2c1CCC2,-2,0.1,0.5,5
O=C1Nn2c(nc3ccccc3c2=O)C2CCCCC12 (stereo not given),-13,-0.1,1.4,15
NC(=O)c1ccccc1OCC(=O)O,-14,0.6,-1.0,16
Cc1cccc(/C(N)=N/OC(=O)Cc2cccs2)c1,-39,0.2,0.3,9
CCCCNC(=O)CN(CC)S(=O)(=O)c1ccc(Br)cc1,-5,0.0,-0.6,12
O=C(OCc1ccco1)c1cc2cc(Br)cc(Br)c2oc1=O,1,0.0,3.5,4
COc1ccc(CCNC(=O)c2cncc(-c3ccc(C(=O)NC4CC4)cc3)c2)cc1,-2,0.3,-2.0,15
COc1ccc(OC)c(C2/C(=C(\O)c3ccc(C)cc3)C(=O)C(=O)N2c2nc3ccccc3s2)c1 (stereo not given),-10,-0.1,-1.0,-4
Cc1ccc(-c2nc3n(c2CNC(=O)c2ccc(F)cc2)CCS3)cc1,-13,-0.1,-1.6,0
COc1cc2nc(Nc3cccc(N(C)C)c3)nc(NCCOc3ccccc3)c2cc1OC,-2,0.0,1.1,5
c1csc(CCN2CCC(c3nc(-c4ccsc4)no3)CC2)c1,0,0.2,1.0,11
CCCC1CCC(C2=N/C(=C/c3ccc(OCC)cc3)C(=O)O2)CC1 (stereo not given),-14,-0.1,-1.0,4
c1ccc(-c2nc(NCCCn3ccnc3)cc(-c3ccncc3)n2)cc1,-4,-0.7,-1.5,44
COc1ccccc1COc1ccc2c(C)c(CCC(=O)O)c(=O)oc2c1,-9,0.4,0.4,6
Fc1ccc(-c2cc(NC3CC3)nc(-c3cccnc3)n2)cc1,8,-0.1,1.5,-3
O=C(COc1ccccc1Br)Nn1c(SCc2ccc([N+](=O)[O-])cc2)nc2ccsc2c1=O,-4,-0.2,-1.9,-2
CCSCCOC(=O)C1=C(C)NC2=C(C(=O)CC(c3ccccc3)C2)C1c1ccccc1 (stereo not given),7,0.6,0.1,-16
Cc1cccc(C)c1NC(=O)Cn1cc2c(n1)CCC(C)C2 (stereo not given),-2,0.6,1.4,13
N#Cc1c(SCC(=O)c2ccc(Br)cc2)nc2c(c1-c1ccco1)CCCC2,0,-0.3,0.8,-1
Cc1cc([N+](=O)[O-])ccc1NC(=O)C1(c2ccccc2)CCOCC1,-8,0.2,-1.0,13
O=C(Nc1ccc(Cl)c(Cl)c1)OCN1C(=O)c2ccccc2C1=O,1,0.0,2.0,3
Cc1ccc(C(=O)N/C(=C\c2ccc(-c3ccc(Br)cc3)o2)C(=O)NCCCN(C)C)cc1,-9,0.0,0.4,-5
COc1ccc(-n2c(=O)c3ccccc3n(Cc3cccc([N+](=O)[O-])c3)c2=O)cc1OC,-2,0.0,0.0,-13
